# SV40 large T antigen – TAg ATPase/helicase activity blockers – biochemical (AID 1903); hit rate 0.39% among 310,000; SV40 large T antigen ATPase/helicase inhibition assay; higher % means a stronger effect; one-dose inhibition, % at 20 µM; IC50 in µM for titrated hits; in the data active = a potency from the dose series; inconclusive = inhibition mostly from about 32% at the one dose, without a potency; inactive = the rest, 99 in 100 with inhibition below about 32%; note: strong numbers were not always called active
# PhoP inhibition – PhoP-dependent GFP reporter repression – Salmonella Typhimurium, primary screen (AID 1863); S. Typhimurium PhoP-regulated promoter GFP reporter, 4 h; higher % means a stronger effect; inhibition, % at 50 µM; hits with a dose series show IC50 in µM; hit rate 0.16% among 300,000;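 active = inhibition over 29.93%, a cutoff 3 SD above the screen mean, later confirmed by dose response; inconclusive = inhibition over 29.93% but no dose response follow-up; inactive = inhibition at most 29.93% or unconfirmed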;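 note: 0% = low Mg2+ inducing control and 100% = high Mg2+ repressing control; strong numbers were not always called active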
# LYP inhibition – PTPN22 lymphoid phosphatase activity blockers – biochemical, fluorescence intensity, uHTS (AID 1779) | recombinant LYP phosphatase, fluorescence intensity; higher % means a stronger effect | one-dose inhibition, % at 11.5 µM; IC50 in µM for titrated hits | hit rate 0.054% among 290,000; in the data active = inhibition above about 50%;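 note: plate controls were vehicle with enzyme for no effect and no enzyme for full effect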
# MgcRacGAP inhibition – MgcRacGAP GTPase-activating activity inhibitors, confirmation, biochemical, ADP Hunter fluorescence. MgcRacGAP-stimulated Rac1 GTP hydrolysis, ADP Hunter fluorescence; higher % means a stronger effect; GST-tagged Rac1 F28L mutant substrate. inhibition, % at 30 µM, or IC50 in µM where a hit was titrated. hit rate 0.6% among 340,000. AID 624330;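 active = first-screen hits whose inhibition reached a set limit at any dose in the follow-up dose series; inconclusive = inhibition above the set first-screen limit but never retested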;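 note: fluorescence reports GDP produced by GAP-driven GTP hydrolysis; strong numbers were not always called active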
# West Nile antiviral – West Nile virus antiviral activity, cell-based, CPE readout (AID 1621). West Nile virus-infected cells, CPE inhibition; higher % means a stronger effect. one-dose CPE inhibition, % at 10 µM; IC50 in µM for titrated hits. hit rate 0.02% among 290,000; in the data active = a potency from the dose series; inconclusive = CPE inhibition mostly from about 3.7% at the one dose, without a potency; inactive = the rest, 99 in 100 with CPE inhibition below about 2.2%; note: strong numbers were not always called active
# GPR35 arrestin U2OS – GPR35 antagonists blocking zaprinast-driven arrestin recruitment, primary screen, imaging, U2OS, beta-arrestin-GFP, zaprinast agonist (AID 2058); U2OS GPR35 beta-arrestin-GFP translocation imaging, zaprinast antagonism; higher % means a stronger effect; inhibition, % at 10 µM; hits with a dose series show IC50 in µM; hit rate 0.052% among 290,000;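 active = inhibition of at least 50% with at least 30 cells and total cytoplasm GFP at most 10,000,000; inconclusive = under 30 cells or total GFP of 10,000,000 plus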
# ER stress rescue – rescue of cells from ER stress-induced death, primary screen, 384-well, CSM14.1, thapsigargin, ATP luminescence (AID 1222); CSM14.1 thapsigargin-induced death rescue, ATP luminescence; higher % means a stronger effect; one-dose cellular ATP content (survival), % at 20 µM; EC50 in µM for titrated hits; 190,000 tested, under 10 active;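 active = EC50 below 50 µM in the dose-response confirmation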;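 note: death triggered by thapsigargin at about 15 µM added after 2 h compound pretreatment; cell ATP read after overnight thapsigargin exposure of roughly 18 to 22 hours; normalized against plate controls of thapsigargin alone and 5% DMSO vehicle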
# NS5 inhibitors – flavivirus cap methylation enzyme inhibition – biochemical, confirmation dose response, primary screen (AID 588689). Dengue-2 NS5 methyltransferase capping enzyme assay, biochemical; higher % means a stronger effect. hit rate 0.3% among 340,000. one-dose inhibition, % at 25 µM; IC50 in µM for titrated hits; in the data active = a potency from the dose series; inconclusive = inhibition above about 29% without an active follow-up result
# RSV CPE inhibition – inhibition of RSV-induced cytopathic effect – HEp-2 cells, primary 10 µM value included (AID 2391). HEp-2 cells, RSV-induced CPE inhibition; higher % means a stronger effect. CPE inhibition, % at 10 µM; hits with a dose series show IC50 in µM. hit rate 0.13% among 310,000; in the data active = a potency from the dose series; inconclusive = CPE inhibition mostly from about 23% at the one dose, without a potency; inactive = the rest, 99 in 100 with CPE inhibition below about 21%; note: strong numbers were not always called active
# NS5 inhibitors pilot replicate – also measured in NS5 inhibitors; calls as there; inhibition, %; measured here: pilot screen replicate inhibition
# * hit, by the source's call; ? = inconclusive; / = not tested or not shown.
SMILES,SV40 large T antigen,PhoP inhibition,LYP inhibition,MgcRacGAP inhibition,West Nile antiviral,GPR35 arrestin U2OS,ER stress rescue,NS5 inhibitors,RSV CPE inhibition,others
C=C1CCC2[C@](C)(CO)[C@H](O)CC[C@@]2(C)[C@@H]1/C=C/C1=CCOC1=O (stereo partly drawn),8.5%,1.6%,/,1.6%,/,/,/,-1.4%,/,
Nc1nc(SCC(=O)Nc2cccnc2Cl)n[nH]1,2.3%,-3.4%,-3.8%,-13.8%,0.8%,-6.6%,0.7%,-3.8%,1.9%,
Cc1oc(CC(C)C)cc1C(N)=O,15.6%,7.1%,-4.1%,2.2%,0.1%,21.8%,0.1%,4.4%,3.7%,
CC(=O)O[C@@H]1C[C@H]2C(C)=C[C@H]3OC(=O)[C@@H](C)[C@H]3C[C@H]2[C@]1(C)O,16.3%,2.6%,-7.8%,5.7%,0.1%,-0.4%,/,6.8%,0.0%,
Cc1csc(SCCn2c(N3CCN(c4ccccc4)CC3)nc3c2c(=O)[nH]c(=O)n3C)n1,0.6%,3.1%,-8.0%,3.4%,0.7%,26.6%,0.8%,0.6%,2.0%,
Nc1ccc2c3c(cccc13)C(=O)N(c1ccccc1)C2=O,6.3%,-54.4%,2.9%,5.9%,0.2%,-17.0%,-3.8%,?,/,
COc1ccc(CCNC(=O)CCC(=O)Nc2nnc(C(C)C)s2)cc1OC,5.3%,0.2%,-9.2%,6.6%,0.5%,-0.1%,-3.4%,-4.4%,1.9%,
O=C(Nc1ccccc1C(=O)NCc1cccnc1)c1ccc(Cl)cc1Cl,3.6%,-11.5%,-4.1%,-5.8%,0.2%,0.6%,-2.1%,-2.9%,1.9%,
O=C(Nn1cc(C(=O)Nc2ccc(F)cc2F)c2ccccc2c1=O)c1cnccn1,7.8%,-5.6%,-5.7%,5.3%,-0.8%,-5.7%,-0.9%,-3.8%,0.4%,
CC(C)NC(=O)CN1CCC(O)(c2ccccc2)CC1,-1.5%,4.4%,-4.4%,8.9%,1.0%,4.3%,-1.5%,1.4%,1.1%,
O=C(Nc1ccc2c(c1)OCCO2)c1ccoc1,-1.0%,-10.5%,-4.2%,10.7%,0.1%,-8.7%,/,-7.8%,2.0%,
CCC/C(C)=N\Nc1nc2c(c(=O)n(C)c(=O)n2C)n1C,18.0%,-5.4%,-9.2%,/,0.1%,4.8%,/,/,/,
COc1ccc(-c2c3c(nc4sc5c(=O)[nH]c(C)nc5c24)CCC3)cc1,3.1%,-0.7%,10.2%,6.1%,0.6%,-7.7%,-2.1%,-6.2%,12.2%,
COc1ccc2cc3c(N)nn(C(=O)c4ccc(Cl)c([N+](=O)[O-])c4)c3nc2c1,4.7%,0.8%,-5.1%,11.1%,0.0%,-6.4%,-0.7%,-0.7%,4.5%,
Cc1ccc2occ(/C=N/NC(=O)c3ccc(Cl)cc3)c(=O)c2c1,-0.8%,5.7%,-11.0%,6.0%,-0.2%,-0.7%,/,-4.5%,4.1%,
COc1ccc(/C=C2\NC(=O)C(C=NCc3ccccc3)=C2O)cc1,4.3%,-14.1%,-0.3%,2.0%,-1.0%,/,-0.3%,-2.2%,2.5%,
CC(C)c1nnc(NC(=O)CCCC(=O)O)s1,-3.0%,-8.2%,-6.2%,11.6%,0.0%,-14.3%,-0.6%,-1.7%,0.5%,
CCc1nc(SCC(=O)c2ccccc2)c2ccccc2n1,26.6%,-3.7%,-2.5%,10.8%,1.1%,11.3%,-0.3%,-4.4%,0.5%,
CCCCCCN1C2=NCCCN2c2ccccc21,19.6%,-5.9%,0.8%,-21.8%,-1.4%,3.6%,/,-5.3%,0.9%,
COc1ccc(-c2cccc(NS(=O)(=O)c3cc([N+](=O)[O-])ccc3Cl)c2)nn1,14.9%,-6.4%,/,4.3%,/,/,/,-5.8%,14.5%,
CCn1cc(C(=O)N2CCc3ccccc32)c(=O)c2cc(S(=O)(=O)N(C)C3CCCCC3)ccc21,11.7%,6.0%,7.2%,-7.4%,-0.6%,6.9%,0.6%,-4.5%,2.2%,
Cc1[nH]c(=O)[nH]c(=O)c1N1CCOCC1,-3.2%,-8.8%,-0.8%,3.4%,0.2%,0.5%,/,1.2%,-0.1%,
COc1ccc(-n2nc(C(=O)NCC(=O)N3CCCCC3)c3ccccc3c2=O)cc1,0.6%,7.9%,-7.7%,3.4%,0.3%,6.9%,/,-4.2%,0.3%,
O=C(c1ccc(-n2ccnc2)cc1)N1CCCC(CO)(Cc2cccc(Cl)c2)C1 (stereo not drawn),12.2%,-5.2%,1.8%,11.0%,0.6%,4.9%,/,-4.1%,4.2%,
CCOC(=O)c1ccc(N2C(=O)c3n[nH]c(C)c3C2c2ccc(OC)cc2OC)cc1 (stereo not drawn),10.3%,10.2%,24.6%,6.5%,?,-10.7%,-1.7%,0.0%,?,NS5 inhibitors pilot replicate=-3.3
# The list goes on.
SMILES,SV40 large T antigen,PhoP inhibition,LYP inhibition,MgcRacGAP inhibition,West Nile antiviral,GPR35 arrestin U2OS,ER stress rescue,NS5 inhibitors,RSV CPE inhibition,others
Cc1cc(Cl)ccc1OCc1nc(-c2ccc(O)cc2)n[nH]1,21.4%,13.8%,-4.1%,13.9%,0.1%,5.0%,-2.9%,-4.0%,?,
c1ccc(-c2csc3nnc(SCc4ccc5c(c4)OCCO5)n23)cc1,14.2%,0.6%,-1.2%,7.6%,1.3%,-0.7%,4.6%,-1.2%,7.8%,
O=c1nc(NC2CCCC2)ccn1Cc1cccc(Br)c1,3.4%,6.0%,-6.1%,5.2%,-0.9%,0.5%,3.5%,-1.4%,2.0%,
O=C(O)C1CCN(C(=O)CSc2nc3ccccc3c(=O)n2Cc2ccccc2)CC1,5.1%,4.9%,-6.7%,2.0%,-0.1%,8.4%,/,0.0%,1.3%,
CCO[C@H]1OC(C(=O)O)=C[C@@H](C)[C@@H]1CCCO,9.3%,-10.8%,-7.0%,10.8%,0.4%,-16.4%,0.0%,0.0%,3.1%,
Cc1ccc(S(=O)(=O)N(C)C)cc1-n1c(SCC(=O)Nc2ccc(F)c(F)c2F)nc2ccccc2c1=O,14.4%,4.0%,7.6%,4.8%,0.5%,14.3%,-2.3%,-5.1%,2.7%,
COc1ccc(C(=O)N=C2SC3CS(=O)(=O)CC3N2Cc2ccc(F)cc2)cc1 (stereo not drawn),8.3%,-4.1%,-10.1%,6.5%,?,3.0%,/,4.4%,15.3%,
CCCSc1nnc(-c2ccccc2N)c(=O)[nH]1,10.4%,-12.7%,-4.5%,7.8%,0.0%,-10.9%,-0.6%,-1.4%,0.0%,
CC(Sc1ccccc1)C(=O)N1CCN(S(=O)(=O)c2cccc(Br)c2)CC1 (stereo not drawn),-3.1%,16.7%,-6.5%,4.1%,-0.9%,6.5%,/,-8.8%,2.0%,
CCOC(=O)N1CCN(C(=O)c2cccc(OC)c2OC)CC1,1.6%,2.2%,-2.0%,4.6%,0.6%,-8.4%,/,3.2%,0.6%,
Cc1cc(O)cc(O[C@H]2OC(CO)[C@H](O)[C@@H](O)[C@H]2O)c1 (stereo partly drawn),9.9%,-1.3%,-11.1%,3.5%,0.1%,-1.6%,-4.7%,-3.3%,0.8%,
COc1ccc(NC2CCCN(C(=O)COc3ccc(C)cc3)C2)cc1 (stereo not drawn),?,-0.1%,-14.0%,?,-0.7%,-1.1%,/,1.3%,0.0%,
CCn1c(SCC(=O)NCCOC)nc2sc(C)c(C)c2c1=O,19.0%,-2.5%,-5.9%,/,-0.1%,0.7%,-0.9%,/,/,
CCN1C(=O)S/C(=C/c2ccc(Sc3nc4ccccc4[nH]3)o2)C1=O,10.6%,-6.5%,10.0%,9.3%,-1.1%,31.2%,6.3%,-16.6%,5.7%,
COc1cc(NC(=O)C23CC4CC(C2)CC(n2nnc(C)n2)(C4)C3)c(OC)cc1Cl,8.7%,6.0%,-4.7%,11.1%,-0.9%,-1.2%,1.8%,4.0%,1.6%,
CCOC(=O)C(NS(=O)(=O)c1ccccc1)(C(F)(F)F)P(=O)(OCC(C)C)OCC(C)C (stereo not drawn),-0.7%,38.7%,-6.7%,17.3%,0.6%,1.4%,-0.9%,11.8%,0.0%,
O=C(CN1C(=O)/C(=C/c2ccccc2F)Sc2ccccc21)NCCCN1CCOCC1,6.2%,-1.0%,-11.0%,13.4%,0.9%,15.7%,/,4.4%,0.2%,
COc1cc(C(=O)NCCNc2nc3ccc(C)cc3cc2C#N)cc(OC)c1OC,19.6%,-3.4%,-9.6%,10.3%,-0.7%,-6.2%,/,1.9%,7.2%,
COCC(=O)N(C)C1(c2nnnn2CCOC(=O)Nc2cccc3ccccc23)CCCC1,/,3.8%,-2.6%,10.6%,0.2%,-16.1%,/,5.9%,2.4%,
Cc1noc(C)c1C(=O)OCC(=O)Nc1c(F)cccc1F,4.3%,3.4%,-2.0%,1.9%,0.3%,-9.2%,-1.2%,-1.5%,-0.5%,
Cc1csc(NC(=O)COCC(=O)O)c1-c1nc2ccccc2s1,17.6%,-15.6%,-2.3%,/,0.3%,-2.2%,/,/,/,
COc1cccc(/C=N/N2CCN(C3c4ccccc4-c4ccccc43)CC2)c1O,25.8%,-3.3%,3.1%,7.6%,?,11.0%,/,-0.8%,2.7%,

# A draw from above in order of heavy-atom count, rising.
SMILES,SV40 large T antigen,PhoP inhibition,LYP inhibition,MgcRacGAP inhibition,West Nile antiviral,GPR35 arrestin U2OS,ER stress rescue,NS5 inhibitors,RSV CPE inhibition,others
CCO[C@H]1OC(C(=O)O)=C[C@@H](C)[C@@H]1CCCO,9.3%,-10.8%,-7.0%,10.8%,0.4%,-16.4%,0.0%,0.0%,3.1%,
CCC/C(C)=N\Nc1nc2c(c(=O)n(C)c(=O)n2C)n1C,18.0%,-5.4%,-9.2%,/,0.1%,4.8%,/,/,/,
COc1ccc(-c2cccc(NS(=O)(=O)c3cc([N+](=O)[O-])ccc3Cl)c2)nn1,14.9%,-6.4%,/,4.3%,/,/,/,-5.8%,14.5%,
COc1ccc(C(=O)N=C2SC3CS(=O)(=O)CC3N2Cc2ccc(F)cc2)cc1 (stereo not drawn),8.3%,-4.1%,-10.1%,6.5%,?,3.0%,/,4.4%,15.3%,
CCOC(=O)c1ccc(N2C(=O)c3n[nH]c(C)c3C2c2ccc(OC)cc2OC)cc1 (stereo not drawn),10.3%,10.2%,24.6%,6.5%,?,-10.7%,-1.7%,0.0%,?,NS5 inhibitors pilot replicate=-3.3
O=C(CN1C(=O)/C(=C/c2ccccc2F)Sc2ccccc21)NCCCN1CCOCC1,6.2%,-1.0%,-11.0%,13.4%,0.9%,15.7%,/,4.4%,0.2%,
Cc1csc(SCCn2c(N3CCN(c4ccccc4)CC3)nc3c2c(=O)[nH]c(=O)n3C)n1,0.6%,3.1%,-8.0%,3.4%,0.7%,26.6%,0.8%,0.6%,2.0%,
